RGS12 GoLoco inh – RGS12 GoLoco-Gai1 interaction inhibition; Potency, µM (doses to about 61.6 µM), for the others: at the highest dose activity, negative = inhibition, usual class: inhibitors; Gai1:RGS12 GoLoco peptide FP, rhodamine, 10 min; 230,000 compounds, 0.44% hits; AID 880; P63096; active means well fitted inhibition curve with a large enough effect, not every such curve was filed as active; inactive means no such curve, though single readings can be large or run the other way; further: on the % scale 0 is the no-effect control and ±100 the full control effect; nearly all actives have a fitted effect of over 30% in size; many of its hits are not listed in these tables
Target sequence (P63096 whole entry, looked up): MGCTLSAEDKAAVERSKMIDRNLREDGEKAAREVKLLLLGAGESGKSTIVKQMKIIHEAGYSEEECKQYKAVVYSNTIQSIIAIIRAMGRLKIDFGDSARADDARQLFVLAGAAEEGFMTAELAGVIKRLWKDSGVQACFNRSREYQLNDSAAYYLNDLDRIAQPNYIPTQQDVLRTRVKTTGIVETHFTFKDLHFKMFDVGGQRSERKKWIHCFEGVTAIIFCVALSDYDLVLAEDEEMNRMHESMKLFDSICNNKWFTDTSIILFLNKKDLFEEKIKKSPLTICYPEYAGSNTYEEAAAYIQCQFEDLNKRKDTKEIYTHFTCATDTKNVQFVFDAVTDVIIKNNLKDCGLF
IMPase Li cell – membrane-permeable IMPase blocker, potentiated with lithium; 210,000 compounds, 0.35% hits; Potency, µM (highest dose often 59.4 µM), for inactives: top-dose activity, negative = IMPase inhibition, most hits filed as inhibitors; AID 1457; CHO-M1 cells, IP1 TR-FRET (IP-One), carbachol + lithium;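 further: IP1 builds up when IMPase is blocked and the TR-FRET signal falls; plate controls were basal vehicle for no effect and high inhibitor control for full effect; nearly all actives have a fitted effect of over 50% in size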
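Lithium-sensitised IP1 accumulation assay; M1-expressing CHO cells treated 30 min at 37C with compound. Competitive antibody detection by time-resolved FRET followed a 10 min room-temperature lysis step.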
GAA inhib – blocks human lysosomal alpha-glucosidase; purified human GAA, 4-MU-alpha-glucoside fluorescence; Potency, µM (highest dose often 76.9 µM), without a hit: at the top dose activity change, negative = inhibition, most hits filed as inhibitors; 200,000 compounds, 0.005% hits;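 further: plate controls were uninhibited enzyme wells for no effect and no-enzyme background for full effect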
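Fluorescence at Ex 365/Em 440 nm from 4-methylumbelliferone reported enzyme activity after 20 min at room temperature. Reactions used 4 nM enzyme and 400 uM substrate at pH 5.0; curves fitted with the Hill equation.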
GAA glycogen – GAA glycogen-cleavage inhibition or activation | Potency, µM (series often up to 76.4 µM), without a hit: at the top dose activity change, negative = inhibition, hits mostly inhibitors | 300,000 compounds, 0.38% hits | recombinant GAA, glycogen substrate, Amplex Red glucose oxidase fluorescence;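 further: 0% = full enzyme reaction and -100% = no-enzyme basal signal; the screen sought inhibitors and activators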
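Recombinant human enzyme (4 nM); glycogen substrate; 37 C, 40 min, pH 5.0. Readout: coupled glucose oxidase/Amplex Red fluorescence.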
HTT aggregate – inhibitors of mutant huntingtin aggregate formation in PC12 cells. PC12 HttQ103-GFP aggregates, Acumen cytometry, 40 h. Potency, µM (series often up to 46.1 µM), for the others: top-dose activity change, negative = inhibition, actives largely listed as inhibitors. 220,000 compounds, 1.1% hits; further: on the % scale 0 is the no-effect control and ±100 the full control effect; nearly all actives have a fitted effect of over 60% in size
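PC12 cells stably carrying ecdysone-inducible HTT exon 1 Q103–GFP were induced with tebufenozide (100 nM final) and treated with library compounds in titration. GFP aggregates in lysates were counted by laser scanning cytometry.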
GAA spleen mod – lysosomal alpha-glucosidase (human) modulation. human spleen homogenate, 4-MU-alpha-glucoside fluorescence. Potency, µM (highest dose often 79.9 µM), for the others: at the highest dose activity change, negative = inhibition, actives largely listed as inhibitors. 240,000 compounds, 0.006% hits;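 further: 0% = enzyme with vehicle and -100% = no enzyme basal signal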
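Human spleen homogenate (1 ug) incubated with compounds and 1 mM 4-methylumbelliferyl-alpha-D-glucopyranoside in pH 5.0 citrate/phosphate buffer, 37 C, 40 min. Stopped at pH 10; 4-MU fluorescence (Ex 365/Em 440 nm); AC50 by Hill fit.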
HTT cytoprotect – cytoprotection in Huntington HTT-Q103 PC12 cell model; PC12 HTT-Q103 induced, cytoprotection, ATP luminescence, 40 h; 230,000 compounds, 0.14% hits; Potency, µM (top dose mostly 56.4 µM), inactives show cytoprotection (ATP increase), most hits filed as activators;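 further: % of control where 0% means no effect; nearly all actives have a fitted effect of over 45% in size; toxic huntingtin expression switched on by the ecdysone agonist tebufenozide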
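Huntington model: PC12 line, ecdysone-inducible HTTQ103 exon1–GFP, tebufenozide 100 nM. Test articles in a dose series. Endpoint luminescence from cellular ATP.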
An asterisk follows results filed as active; ? = inconclusive; / = no result given; & = joins results of further samples; [ ] = dose if it differs, or a comment. Unless noted, the call rests on the fitted dose curve; in most records, active means well fitted curve in the direction sought with a large enough effect; inconclusive means small, poorly fitted or top-dose-only effect, or another doubt; inactive means no such curve, though single readings can be large; an effect the other way counts as inactive or inconclusive. Potency means the concentration at half of the fitted maximal effect.

Every second line gives: RGS12 GoLoco inh, IMPase Li cell, GAA inhib, GAA glycogen, HTT aggregate, GAA spleen mod, HTT cytoprotect
COc1cc(C)nc(Oc2ccc(=O)[nH]n2)n1
→ -5%, -7%[38.3 µM], 3%, 3%, -11%, 0%, -10%
CN1CCC(=C2c3ccccc3C(O)c3ccccc32)CC1 (configuration not stated)
→ 10%, /, /, 2%, -15%[9.22 µM], -9%, 11%[10 µM]
Cc1ccc(/C=N/Nc2cn[nH]c(=O)n2)o1
→ 5%, 8%, 3%, -14%, 2%, 4%, ?
CCN(CC)S(=O)(=O)c1cccc(NC(=O)COC(=O)CCc2nc3ccccc3s2)c1
→ 6%, 2%[38.3 µM], 5%, -5%, -4%, -25%, -4%
O=C(NC(=S)NCc1ccc(-c2nc3ccccc3s2)cc1)c1ccco1
→ /, /, 1%, 12%, 0%, -1%, 32%[10 µM]
COc1ccc(-c2cc(-c3cccnc3)c(C#N)c(N)n2)cc1
→ 9%, /, /, -4%, 8%[9.22 µM], 7%, 9%[10 µM]
COc1ccccc1C1C(C#N)=C(N)Oc2c1c(-c1ccccc1)nn2-c1ccccc1 (configuration not stated)
→ 2%, 3%, -9%, -21%, ?, 2%, 10%[10 µM]
COc1ccc(OC)c(-c2csc(N(Cc3ccco3)C(=O)c3cccs3)n2)c1
→ -6%, -3%[38.3 µM], -7%, -10%, -14%, -9%, 1%
O=C(Nc1ccccc1[N+](=O)[O-])c1cc2ccccc2nc1Cl
→ -2%, /, /, -8%, ?, 1%, -18%[10 µM]
CCCCNC(=O)CCn1c(=O)c2ccccc2n(Cc2ccc(Cl)cc2)c1=O
→ 5%, 3%, 4%, -4%, -12%, -2%, 19%[10 µM]
O=c1c2c3n(c(=S)nc2[nH]n1-c1ccccc1)CCCCC3
→ -2%, 25%[38.3 µM], 5%, 2%, -13%, -4%, -1%[10 µM]
CCN1C(=O)/C(=C/c2ccc(C)s2)NC1=S
→ 9%, 23%[38.3 µM], ?, -4%, 8%, -6%, -5%
CC(C)CNC(=O)c1c(N)n(/N=C/c2ccccn2)c2nc3ccccc3nc12
→ -1%, 25%[38.3 µM], -1%, 0%, -8%, 2%, 8%
Cc1onc(-c2ccccc2)c1C(=O)Nc1ccncc1
→ -1%, 9%[38.3 µM], -6%, 4%, -3%, -11%, 3%
CCOc1ccc(S(=O)(=O)Nc2ccc(C(=O)N/N=C/c3c(C)nn(-c4ccccc4)c3N3CCCC3)cc2)cc1
→ -1%, 3%, ?, 5%, -11%, -26%, /
CCOC(=O)C1CCCN(c2c(NCCCN(C)Cc3ccccc3)c(=O)c2=O)C1 (configuration not stated)
→ -7%, 10%[38.3 µM], -2%, -6%, 14%, -8%, 10%
CCC1(CC)NC(=O)N(CC(=O)NCc2ccc3c(c2)OCO3)C1=O
→ -4%, 11%[38.3 µM], -18%, -6%, ?, -6%, 9%
O=C(CSc1nnc(COc2ccccc2)n1-c1ccccc1)c1cccs1
→ 5%, 15%[38.3 µM], -5%, -8%, -10%, -3%, 7%
COc1ccc(N2CCN(C(=O)NCc3ccc(OC)c(Cl)c3)CC2)cc1
→ 9%, 2%, -4%, 6%, 6%, -4%, 15%[10 µM]
Cc1cccc(C)c1NC(=O)CSc1nnc(C)n1CC1CCCO1 (configuration not stated)
→ 10%, 7%, 6%, -2%, 10%[9.22 µM], 6%, 21%[10 µM]
Cc1cccc(C)c1NC(=S)NN(Cc1ccccc1)c1ccccc1
→ 16%, 32%[activator][38.3 µM], ?, -2%, 25%, 3%, -7%
COc1cccc(CNC(=O)c2nnn(CC(=O)Nc3ccc(C)c(C)c3)c2N)c1
→ 6%, -9%[38.3 µM], 0%, -4%, -2%, 6%, 4%
Cc1cccc(NC(=S)N(CCN(C)C)C(C)c2cccnc2)c1 (configuration not stated)
→ -4%, -3%, -2%, -1%, -27%, -3%, -15%
COc1c(C)cc(Br)cc1C(=O)Nc1cccc(-c2nc3ncccc3o2)c1
→ 8%, 4%[38.3 µM], -17%[15.4 µM], -10%, ?, 0%, -110%[inhibitor]
COC(=O)CCN(C(=O)c1ccc2c(c1)OCO2)c1ccccn1
→ 3%, 23%[38.3 µM], -13%, 3%, -18%, -4%, -5%
CN(C)/C=C(\C#N)C(=O)Nc1ccccc1
→ 7%, 0%, -4%, -5%, 1%, 0%, 4%[10 µM]
COC(=O)CCC(=O)COc1ccccc1C#N
→ -4%, -12%[38.3 µM], -11%, -4%, 2%, -4%, 6%
COc1ccc(C(=O)N2CCC3(CCN(C(=O)Nc4ccccc4)CC3)CC2)cc1
→ -6%, -1%, /, /, /, -4%, -4%
c1ccc2cc(CN3CCOCC3)ccc2c1
→ 4%, -2%[38.3 µM], 1%, 5%, 17%, -3%, 7%
Cc1ccc(C(=O)N2CCN(c3ccc(C(F)(F)F)cn3)CC2)cc1
→ 10%, 18%[38.3 µM], -12%, -4%, -19%, -3%, -4%

Sorted by molar mass (descending): some entries from above
Every second line gives: RGS12 GoLoco inh, IMPase Li cell, GAA inhib, GAA glycogen, HTT aggregate, GAA spleen mod, HTT cytoprotect
CCN(CC)S(=O)(=O)c1cccc(NC(=O)COC(=O)CCc2nc3ccccc3s2)c1
→ 6%, 2%[38.3 µM], 5%, -5%, -4%, -25%, -4%
Cc1cccc(NC(=S)N(CCN(C)C)C(C)c2cccnc2)c1 (configuration not stated)
→ -4%, -3%, -2%, -1%, -27%, -3%, -15%
Cc1onc(-c2ccccc2)c1C(=O)Nc1ccncc1
→ -1%, 9%[38.3 µM], -6%, 4%, -3%, -11%, 3%

Carrying on:
Every second line gives: RGS12 GoLoco inh, IMPase Li cell, GAA inhib, GAA glycogen, HTT aggregate, GAA spleen mod, HTT cytoprotect
CCOc1ccc(NC(=S)Nc2cccc3cnccc23)cc1
→ 3%, 3%, 4%, -15%, -10%, -1%, 7%[1.9 µM]
Cc1nc(N)sc1-c1nnc(SCC(=O)Nc2nccs2)n1C
→ -1%, -17%[38.3 µM], -22%, 3%, -4%, -1%, 19%
CC1=NN(c2nc(-c3ccc(C)cc3)cs2)C(=O)C1N=Nc1ccc2ccccc2c1 (configuration not stated)
→ 26%, 3%, 12%, 6%, -5%, -6%, 2%[10 µM]
COCCNc1nc(=S)[nH]c2cc(OC)c(OC)cc12
→ 5%, -19%[38.3 µM], 4%, -10%, 15%, 4%, -19%
O=[N+]([O-])c1ccc(NCc2ccccn2)nc1
→ 2%, 4%, -1%, 9%, -6%, -8%, 4%[0.074 µM]
CC12CCC(C(=O)N3CCC(Cc4ccccc4)CC3)(C(=O)C1=O)C2(C)C (configuration not stated)
→ 7%, 9%, 3%, -11%, -8%, 3%, /
O=c1c2ccccc2nc(SCc2nnc(-c3ccccc3)o2)n1-c1ccccc1
→ 2%, -4%[38.3 µM], -6%, -1%, -4%, -3%, -1%
CCN1C(=O)C(CC(=O)Nc2ccc(F)cc2)N(Cc2ccco2)C1=S (configuration not stated)
→ 26%, 5%, -3%[15.4 µM], 1%, 24%, -4%, -11%
S=c1[nH]nc(-c2cccc3ccccc23)n1-c1cccnc1
→ 3%, /, /, -6%, 18%[9.22 µM], -3%, -1%[10 µM]
O=C(C1CCCCC1)N1CCc2[nH]c3ccc(F)cc3c2C1
→ 2%, /, /, 3%, 8%[9.22 µM], -3%, -3%[10 µM]
Cc1nc2c(C(=O)N3CCCC3)cnn2c(C)c1Cc1c(F)cccc1Cl
→ -9%, 20%[38.3 µM], 1%, 0%, 7%[1.84 µM], -5%, 7%
Cc1sc2nc(CSCC(=O)Nc3ccccc3C#N)[nH]c(=O)c2c1C
→ 139%[activator], -4%, 4%, -1%, 4%, -9%, -7%[10 µM]
Cc1cc(C)[n+]2[nH]c(N)c(N=Nc3ccccc3)c2n1
→ -3%, /, /, -2%, -16%[9.22 µM], -12%, -15%[10 µM]
Cc1c(Cl)cccc1NC(=O)C1Cc2ccccc2CN1C(=O)c1ccccc1 (configuration not stated)
→ -1%, 6%, -3%, -6%, 10%, -9%, 21%[10 µM]
CN(CC(=O)O)Cc1c(O)c(Cl)cc(Cl)c1Cl
→ -9%[14.2 µM], -3%, /, /, /, /, -4%[10 µM]
Cc1ccc(C)c(S(=O)(=O)Nc2ccc(C(N)=O)cc2)c1
→ 20%, 3%, ?, -10%, 10%[9.22 µM], 8%, 21%[10 µM]
CCc1ccc2[nH]c(=O)c(CN(Cc3ccco3)S(=O)(=O)c3ccc4c(c3)OCCO4)cc2c1
→ 5%, 11µM*, 2%, -5%, 18%[9.22 µM], -4%, -19%[10 µM]
CC1(C)CC(=O)C2=C(C1)OC(N)=C(C#N)C21C(=O)N(CN2CCOCC2)c2ccccc21 (configuration not stated)
→ 0%, 5%[38.3 µM], 6%, 5%, 9%, 0%, -5%
COc1ccccc1NC(=S)N(Cc1ccccc1)Cc1ccccn1
→ 6%, 0%, 3%, -3%, 3%, -7%, /
O=c1oc2cc(O)ccc2s1
→ -2%, 14%, /, /, /, 5%, ?
O=C(Cc1ccc(S(=O)(=O)N2CCOCC2)s1)NCCC(c1ccccc1)c1ccccc1
→ 6%, 21%[38.3 µM], -15%, 2%, -16%, -9%, -12%
CC1C(=O)CC(c2ccc([N+](=O)[O-])cc2)NC1c1ccc([N+](=O)[O-])cc1 (configuration not stated)
→ 2%, 15%, 4%, -5%, 20%[9.22 µM], -2%, 8%[10 µM]
CCN(CC)C(=O)CC(c1ccc2c(c1)OCO2)c1c(OC)cc(OC)c2c(-c3ccccc3)cc(=O)oc12 (configuration not stated)
→ 0%, /, /, -2%, 34%[9.22 µM], 4%&0%, -14%[10 µM]
CC(C)NC(=O)COc1nncc2ccccc12
→ 5%, 2%, -5%, 7%, 8%, -5%, 15%[10 µM]
COc1ccc(-c2cc(C(=O)N3CC4(C)CC3CC(C)(C)C4)no2)cc1OC (configuration not stated)
→ 2%, 13%[38.3 µM], -7%, -6%, -12%, -9%, -81%[inhibitor]
COc1ccc(C/C(C)=N/NC(=S)Nc2ccccc2)cc1
→ 2%, -2%, 8%, 6%, 19%, 6%, 16%[10 µM]
CC(C)[C@@H](CC(=O)N[C@@H]1CCCC[C@H]1C(=O)N[C@H](CC(=O)N[C@@H](CCC(=O)O)CC(=O)O)Cc1c[nH]c2ccccc12)NC(=O)C[C@H](Cc1c[nH]c2ccccc12)NC(=O)[C@@H]1CCCC[C@H]1N
→ -1%, 12%, /, /, /, 2%, -1%[1.9 µM]
O=C(N1CCOCC1)C12CCC3CC(CC(C3)C1)C2
→ -4%, -3%[38.3 µM], 2%, -12%, 2%, -7%, -11%[10 µM]
COc1cc([N+](=O)[O-])cc(/C=N/NC(=O)C(C)Nc2ccccc2C)c1O (configuration not stated)
→ 3%, 1%, ?, -4%, 13µM*, -2%, -7%[10 µM]

High-throughput results: PubChem, National Center for Advancing Translational Sciences (NCATS)

This is a subset; the hit share may differ from the screen's.
